Screening results deposited in PubChem by Southern Research Specialized Biocontainment Screening Center.
inhibitors of VEEV: inhibitors of VEEV TC-83 cytopathic effect, confirmation, Vero cells (AID 588727); Vero cells, VEEV TC-83 cytopathic effect inhibition; higher % means a stronger effect; one-dose inhibition, % at 20 µM; IC50 in µM for titrated hits; actives 0.13% (n = 350,000); in the data active = a potency from the dose series; inconclusive = inhibition mostly from about 14% at the one dose, without a potency; inactive = the rest, 99 in 100 with inhibition below about 12%; note: strong numbers were not always called active
H1N1 NS1A inhibition: NS1A inhibition, H1N1 influenza, cell based functional assay (AID 504329); actives 0.3% (n = 340,000); NS1A functional cell-based assay, percent inhibition; higher % means a stronger effect; inhibition, % at 12.5 µM; hits with a dose series show IC50 in µM; in the data active = a potency from the dose series; inconclusive = inhibition above about 27% without an active follow-up result; note: strong numbers were not always called active
tuberculosis growth: growth inhibition of non-replicating M. tuberculosis (AID 488890); Mycobacterium tuberculosis non-replicating, growth inhibition; higher % means a stronger effect; inhibition, % at 25 µM; hits with a dose series show IC50 in µM; actives 0.39% (n = 320,000); in the data active = a potency from the dose series; inconclusive = inhibition mostly from about 82% at the one dose, without a potency; inactive = the rest, 99 in 100 with inhibition below about 76%;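 note: plate controls were DMSO cells for no effect and high antibiotic wells for full effect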
H37Rv inhibition: M. tuberculosis growth inhibition, HTS (AID 449762). actives 0.59% (n = 330,000). inhibition, % at 25 µM; hits with a dose series show IC50 in µM. M. tuberculosis H37Rv growth inhibition, 7H9 media; higher % means a stronger effect; in the data active = a potency from the dose series; inconclusive = inhibition above about 70% without an active follow-up result;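 note: bacterial growth assessed after seven days of incubation; strong numbers were not always called active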
Salmonella PhoP GFP: PhoP regulon inhibitors, Salmonella typhi PhoP promoter GFP reporter, confirmatory (AID 1850); Salmonella Typhi PhoP-promoter GFP reporter, fluorescence, 4 h; higher % means a stronger effect; inhibition, % at 50 µM, or IC50 in µM where a hit was titrated; actives 0.33% (n = 310,000); in the data active = a potency from the dose series; inconclusive = inhibition mostly from about 25% at the one dose, without a potency; inactive = the rest, 99 in 100 with inhibition below about 19%;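 note: 0% = induced wells with vehicle and 100% = uninduced wells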
inhibitors of VEEV 10K pilot screen: second read-out of inhibitors of VEEV, no call of its own (marks repeat the call); inhibition, %; measured here: 10K pilot screen inhibition
* hit, by the source's call; i = inactive; ? = inconclusive; nt = no result given. An unsorted share of the library; about 1.4% have a hit in one of these screens.

SMILES	inhibitors of VEEV	H1N1 NS1A inhibition	tuberculosis growth	H37Rv inhibition	Salmonella PhoP GFP	others
CC(=O)Nc1ccc(Oc2cc(NC(C)=O)cc([N+](=O)[O-])c2)cc1	4.8%	-1%	-8%	-2%	-2%
CN1CCN(C(=O)CCc2ncc(C(F)(F)F)cc2Cl)CC1	0.5%	-7%	1%	3%	-11%	inhibitors of VEEV 10K pilot screen=1.0
COC(=O)CC1c2cc(OC)c(OC)cc2CC(=O)c2cc(OC)c(OC)cc21 (stereo not given)	0.9%	-12%	0%	2%	-8%
CCOC(=O)N/N=C(/C)c1cccc(-n2cnnn2)c1	i	-4%	-4%	11%	7%
CCc1nnc(NC(=O)CSc2nnc(-c3ccc(O)cc3)n2C)s1	1.5%	0%	8%	6%	8%
COC(=O)c1ccc(CNS(=O)(=O)c2ccc3ccccc3c2)cc1	0.1%	4%	-8%	3%	3%
CC(C)CCNc1ncnc2c1nnn2Cc1ccccc1	1.3%	-3%	9%	2%	-2%
O=C(CCCCl)NC(=S)Nc1ccc(CN2CCOCC2)cc1	6.3%	-5%	10%	-6%	4%
COc1ccc(S(=O)(=O)NCC2CCCO2)cc1NC(=O)c1ccc(Cl)cc1 (stereo not given)	8.1%	-3%	-8%	6%	5%
CCNC(=O)c1cc(S(=O)(=O)N2CCSCC2)ccc1OC	0.1%	-18%	-6%	-3%	2%
Cn1c(N)c(C(=O)COC(=O)C23CC4CC(CC(C4)C2)C3)c(=O)n(C)c1=O	7.8%	12%	13%	-1%	4%
Cc1ccc(NC(=O)C2CCN(S(=O)(=O)c3ccc4c(c3)NC(=O)CO4)CC2)cc1C	9.9%	1%	32%	-2%	7%
COC(=O)CN1C(=O)COc2ccc(S(=O)(=O)NCc3ccccc3)cc21	i	6%	-2%	8%	8%
CC(=O)N1CCN(CC(=O)Nc2cccc(S(=O)(=O)N3CCCCCC3)c2)CC1	0.3%	-2%	9%	0%	6%
O=C1CC(c2cccs2)c2ccc3ccccc3c2N1 (stereo not given)	0.8%	-1%	7%	-5%	-1%
CCN1CCN(c2cc(C)nc(-c3ccccc3O)n2)CC1	i	15%	-6%	10%	-1%
O=C(CN1C(=O)/C(=C/c2ccccc2F)SC1=S)NC1C=CS(=O)(=O)C1 (stereo not given)	0.1%	8%	8%	9%	-5%
CN(CCN1CCOCC1)C(=O)c1cc(COc2ccc(F)c(F)c2)on1	1.3%	12%	11%	-7%	-6%
CCCNC(=O)COC(=O)c1cc(C)nc2ccccc12	1.6%	3%	-1%	3%	-18%
CCCOc1ncnc2c1[nH]c1ccc(OC)cc12	5.1%	-5%	-1%	-3%	3%
CCOC(=O)CSc1nnc(-c2ccc3ncccc3c2)n1C	i	0%	-3%	-3%	8%
COc1ccc(C(=O)OCC(=O)NC2CC2)cc1S(=O)(=O)Nc1ccc(C)cc1	i	3%	-5%	-8%	nt
Cn1c(=O)[nH]c(NC2CCCCC2)c([N+](=O)[O-])c1=O	0.9%	-9%	10%	3%	2%
Cc1ccc(C(C#N)c2ccc(C(=O)c3ccc(F)cc3)cc2)cc1 (stereo not given)	2.3%	-16%	33%	6%	5%
COc1ccc(/C=C(\C#N)C(=O)OCC(=O)NCc2ccccc2)cc1	2.2%	0%	60%	0%	-1%

Remaining list, next part:
SMILES	inhibitors of VEEV	H1N1 NS1A inhibition	tuberculosis growth	H37Rv inhibition	Salmonella PhoP GFP	others
CCCNC(=O)/C=C/C(=O)O	0.5%	-6%	-14%	-2%	-3%
COc1cc(CCCN2C(=O)C(=O)NC[C@H]2Cc2cccc3ccccc23)cc(OC)c1OC	1.5%	0%	17%	-5%	1%
O=C(NC1CCCCC1)C1c2ccccc2C(=O)N1Cc1ccco1 (stereo not given)	0.9%	-1%	12%	-3%	-5%
CCCC(=O)N1CCN(c2nc3ccc(Cl)cc3s2)CC1	3.5%	-3%	57%	9%	17%
COC(=O)c1cc(S(=O)(=O)N(C)C2CCCCC2)c[nH]1	0.3%	-1%	3%	-7%	2%
CCOC(=O)CC1C(=O)NCCN1C(=O)c1ccc(F)cc1F (stereo not given)	0.7%	5%	-9%	7%	2%
O=C1CC[C@@H]2CC3(C[C@@H]4CCN1[C@H]24)Nc1cc([N+](=O)[O-])ccc1NC3=NC1CCCCC1 (stereo not given in full)	1.3%	0%	nt	nt	nt
N#Cc1cccc(NC(=O)C2CCCN(C(=O)c3ccc(Cl)cc3)C2)c1 (stereo not given)	1.5%	-8%	42%	-5%	nt
CCOc1ccc(NC(=O)CSc2nc3nc(C)cc(C)n3n2)cc1	1.0%	0%	-3%	16%	-10%
Cc1nc2c([nH]1)C1(CCN(Cc3ccccc3)CC1)C(C#N)=C(N)O2	0.0%	1%	-1%	3%	-3%
COc1ccc(C(=O)CSc2nnc(-c3ccco3)c(-c3ccco3)n2)cc1	0.3%	10%	nt	nt	nt
CCC(=O)Nc1ccc(F)c(Cl)c1	5.6%	-2%	6%	2%	-2%
Cc1nc2cc(-c3ccccc3)nn2c(C)c1CCC(=O)NCc1ccco1	8.3%	30%	nt	-13%	-5%
Cc1ccc(S(=O)(=O)N2CCN(Cc3cc(=O)n4ccccc4n3)CC2)cc1C	0.9%	-3%	-8%	0%	nt
CC(=O)c1ccc(NC(=O)CN2CCOCC2)cc1	0.1%	0%	-2%	1%	4%
C/C=C\C=C/C(=O)Nc1cccc(C2=NOC3(C2)C[C@@H](C(N)=O)N(C(=O)/C=C/C=C\C)C3)c1 (stereo not given in full)	0.3%	1%	-6%	2%	-9%
Cc1ccc(S(=O)(=O)N(C)CC(=O)N2CCN(Cc3ccccc3)CC2)cc1	0.5%	9%	19%	-3%	3%
C#C[C@]1(O)CCC2C3CC=C4C[C@H](O)CC[C@]4(C)C3CC[C@@]21C (stereo not given in full)	1.2%	-13%	nt	nt	nt
CN1CCC(=O)N([C@H](CO)Cc2ccccc2)CC1	0.0%	10%	0%	-2%	-9%
Cc1ccc(C=Nc2ccccc2C(N)=O)o1	i	0%	-13%	-1%	-7%
O=C(O)CCCC1(C(=O)O)CCCC1	0.2%	-8%	nt	nt	nt
O=[N+]([O-])c1ccccc1S(=O)(=O)N1CCN(C2CCCC2)CC1	4.7%	11%	-6%	-4%	0%
C=CCc1cccc2cc(C(=O)NNC(=O)c3ccncc3)c(=O)oc12	7.8%	-15%	58%	?	-6%
COc1ccc(NC(=O)c2sc3ncn(CC(=O)N4CCN(c5ccccn5)CC4)c(=O)c3c2C)c(OC)c1	3.5%	5%	1%	-5%	2%
CCCN1C(=O)/C(=C/c2cc(C)n(C)c2C)SC1=Nc1ccc(OCC)cc1	0.2%	7%	2%	16%	1%

(next part)
SMILES	inhibitors of VEEV	H1N1 NS1A inhibition	tuberculosis growth	H37Rv inhibition	Salmonella PhoP GFP	others
COc1ccccc1-n1c(Cc2ccccc2)nc2ccccc2c1=O	3.5%	-3%	11%	3%	-18%
C=CCn1c(SCC(=O)Nc2ccc3c(c2)CCC3)nnc1-c1cccs1	1.2%	6%	24%	25%	2%	inhibitors of VEEV 10K pilot screen=0.0
Cc1cccc(-n2c(-c3ccco3)n[nH]c2=S)c1	1.4%	-5%	-8%	-4%	-5%
Cc1c(C(N)=O)sc2ncn(CCOc3ccccc3)c(=O)c12	1.0%	-2%	-1%	1%	4%
Cc1cc(=O)oc2cc(OC(C)C(=O)NCCCn3ccnc3)ccc12 (stereo not given)	1.1%	-8%	1%	-3%	-11%
CN(Cc1ccccc1)C(=O)COC(=O)c1ccc(Br)o1	1.8%	0%	79%	20%	nt
Cc1cc2cc(CNC(=S)Nc3ccc(OC(F)(F)F)cc3)ccc2[nH]1	1.1%	3%	nt	-6%	-4%
COc1ccc(CN(C)C(=O)c2cc(S(=O)(=O)N3CCOCC3)ccc2N2CCCC2)cc1	10%	9%	-4%	1%	-4%
O=C(N/C(=C\c1ccco1)C(=O)N1CCOCC1)c1ccccc1Cl	i	1%	-15%	-1%	-3%
COc1ccc(NC(=O)CSc2nc(C(C)C)nc3c2c(=O)n(C)c(=O)n3C)c(OC)c1	6.8%	-11%	-22%	-6%	-2%
CC(=O)C1=C(O)C(=O)N(c2ccc(O)cc2)C1c1ccccc1Cl (stereo not given)	i	-2%	58%	4%	4%
COc1ccc(CNC(=O)CCC(=O)N2C[C@H]3C[C@H](C2)c2cccc(=O)n2C3)cc1OC	i	4%	-4%	-6%	-13%
O=C(COC(=O)CCC(=O)c1cccs1)NCc1ccco1	0.4%	3%	nt	nt	nt	inhibitors of VEEV 10K pilot screen=1.3
CCN(CC)c1cc(Oc2ccccc2)ncn1	0.5%	-3%	11%	3%	-2%
O=c1[nH]c2ccc(NC(=S)Nc3ccccc3Cl)cc2[nH]1	6.5%	-5%	14%	1%	7%
CCOC(=O)c1ccc(NC(=O)Cn2cnc3cc(C)c(C)cc32)cc1	i	-8%	3%	2%	16%
O=C(CCc1ccccc1)NC(=S)NCc1ccco1	0.8%	11%	?	14%	-5%
O=c1[nH]c(=O)c2cc([N+](=O)[O-])cc([N+](=O)[O-])c2[nH]1	1.7%	-18%	22%	-2%	6%
C=CCOc1c(Cl)cc(CNc2ccc(N(C)C)cc2)cc1OC	2.4%	26%	23%	-2%	-1%
CCN(CC)C(=O)CN(c1ccc(F)c(Cl)c1)S(C)(=O)=O	0.4%	-6%	-13%	-3%	10%
Cc1[nH]c(=O)nc2c1CCC2	i	0%	-3%	-3%	-10%
NC(=O)CC(NC(=O)c1ccc(Br)cc1)c1ccc(N2CCCCCC2)c([N+](=O)[O-])c1 (stereo not given)	i	22%	24%	15%	1%	inhibitors of VEEV 10K pilot screen=0.0
O=C(Cn1cc(S(=O)(=O)Cc2ccc([N+](=O)[O-])cc2)c2ccccc21)N1CCOCC1	2.8%	-14%	-5%	-11%	-4%
CCOc1cc(CNCCc2ccccc2)ccc1OCC(=O)NC(C)(C)C	i	1%	28%	3%	-8%
COc1ccccc1C(=O)Nc1nsc(-c2ccccc2)n1	0.6%	12%	23%	5%	8%

The last 7 entries of the part above are carried over, then new ones follow:
SMILES	inhibitors of VEEV	H1N1 NS1A inhibition	tuberculosis growth	H37Rv inhibition	Salmonella PhoP GFP	others
C=CCOc1c(Cl)cc(CNc2ccc(N(C)C)cc2)cc1OC	2.4%	26%	23%	-2%	-1%
CCN(CC)C(=O)CN(c1ccc(F)c(Cl)c1)S(C)(=O)=O	0.4%	-6%	-13%	-3%	10%
Cc1[nH]c(=O)nc2c1CCC2	i	0%	-3%	-3%	-10%
NC(=O)CC(NC(=O)c1ccc(Br)cc1)c1ccc(N2CCCCCC2)c([N+](=O)[O-])c1 (stereo not given)	i	22%	24%	15%	1%	inhibitors of VEEV 10K pilot screen=0.0
O=C(Cn1cc(S(=O)(=O)Cc2ccc([N+](=O)[O-])cc2)c2ccccc21)N1CCOCC1	2.8%	-14%	-5%	-11%	-4%
CCOc1cc(CNCCc2ccccc2)ccc1OCC(=O)NC(C)(C)C	i	1%	28%	3%	-8%
COc1ccccc1C(=O)Nc1nsc(-c2ccccc2)n1	0.6%	12%	23%	5%	8%
CS(=O)(=O)N1CCN(C(=O)COc2ccc3ccccc3c2)CC1	1.2%	12%	-7%	-8%	-9%
O=c1c2cc(N3CCOCC3)ccc2[nH]c(=S)n1CCc1ccccc1	11%	7%	-3%	-1%	-4%
O=C(OCC#CCSc1nnc(-c2cccc3ccccc23)o1)c1cc2ccccc2o1	1.7%	0%	nt	36%	nt
CCC(NC(=O)c1cccc(Cn2nc(C)c([N+](=O)[O-])c2C)c1)c1ccc(C(C)C)cc1 (stereo not given)	1.6%	-4%	-9%	-16%	6%	inhibitors of VEEV 10K pilot screen=0.4
Cc1cc(F)ccc1S(=O)(=O)Nc1ccccc1C(=O)Nc1ccccc1-c1nc2ccccc2[nH]1	?	3%	10%	8%	-5%
Cc1oc2cc3oc(=O)c(CCC(=O)NCCCn4ccnc4)c(C)c3cc2c1C	3.1%	-2%	63%	-12%	-9%
CCOc1ccc2[nH]c(=O)c(CN(CCN3CCOCC3)Cc3nnnn3C(C)(C)CC)cc2c1	0.8%	-1%	28%	5%	-4%
Cc1cccc(OCC(=O)NNC(=O)Nc2cccc(Cl)c2)c1C	0.3%	-9%	-18%	-7%	1%
COc1cccc(/C(C)=N/N=C(\C)c2cccc(OC)c2)c1	3.6%	-6%	57%	-1%	-8%
Cc1nc2oc3c(NCc4ccccn4)ncnc3c2c2c1COC(C)(C)C2	2.7%	6%	1%	4%	-1%
CC1CCCN(S(=O)(=O)c2ccc3[nH]c4c(c3c2)CCCC4)C1 (stereo not given)	i	1%	42%	2%	-17%
O=C(Cc1n[nH]c(=O)c2ccccc12)N/N=C/c1cc2c(cc1Cl)OCO2	i	3%	-6%	-8%	-12%
